Screening results: PubChem, National Center for Advancing Translational Sciences (NCATS)
ELG1 genotox: induces genotoxicity in HEK293T cells with luciferase-tagged ELG1 | HEK293T ELG1-luciferase reporter, luminescence, 16 h | Potency, µM (series often up to 46 µM), for the others: at the highest dose activity change, positive = activation, hits mostly activators | 330,000 compounds, 1.3% hits | AID 504466; note: potency is the fitted concentration of half-maximal effect; % of control where 0% means no effect; nearly all actives have a fitted effect of over 60% in size
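Genotoxicity was scored as increased ELG1-luciferase reporter signal, measured by ONE-Glo luminescence (30 min, room temperature). Compound or vehicle exposure of the HEK293T reporter cells lasted 16 hr at 37°C.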
Rab9 promoter act: Rab9 promoter activation. 320,000 compounds, 2.8% hits. Potency, µM (highest dose often 9.22 µM), inactives show at the top dose activation, negative = inhibition, most hits filed as activators. AID 485297. Huh7 Rab9 promoter-luciferase reporter, luminescence, 24 h; note: potency is the fitted concentration of half-maximal effect; % of control where 0% means no effect; nearly all actives have a fitted effect of over 60% in size
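Cells were plated at 1500 per well in reduced-serum medium with 10% FBS and left 2 h. Compound in DMSO was then added for 24 h at 37 °C. Reporter signal was read by luminescence after 10 min with luciferase detection reagent.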
uPA surface inh: cell surface uPA generation inhibition | Potency, µM (doses to about 38.3 µM), inactives show top-dose activity change, negative = inhibition, hits mostly inhibitors | cell surface uPA generation assay, qHTS | 330,000 compounds, 0.31% hits; active = well fitted inhibition curve with a large enough effect; inconclusive = small, poorly fitted or top-dose-only effect; inactive = no such curve, though single readings can be large or run the other way; tested in mouse RAW 264.7 cells; note: potency is the fitted concentration of half-maximal effect; % is set by controls: 0 for no effect and ±100 for the full control effect; nearly all actives have a fitted effect of over 55% in size
KCNH2 3.1 inh: blocks the human KCNH2 3.1 channel isoform | activity change, % (tested at about 1.8 µM) | 340,000 compounds, 0.95% hits | U2OS KCNH2 3.1, thallium flux FluxOr; stronger effect = lower value;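 active = maximum activity change below -70%; inconclusive = maximum activity change from -70% to -50%; inactive = maximum activity change above -50%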;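 note: thallium influx rate constant from kinetic fluorescence after stimulation buffer; % is set by controls: 0 for no effect and ±100 for the full control effect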
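Thallium flux read-out: FluxOr dye with Red40 quencher in HBSS/HEPES, 45 min at RT. Rate constants from kinetic reads were normalized to positive and negative DMSO controls. Cells: U2OS virally expressing the 3.1 isoform.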
FBPA coupling cs: coupling enzyme interference in Giardia aldolase counter-screen. activity change, negative = inhibition, % at 58.2 µM, hits read low. coupling enzyme system counterscreen, AmpLite Red fluorescence. 290,000 compounds, 0.67% hits; in the data active = activity change below about -30%; note: % is set by controls: 0 for no effect and ±100 for the full control effect
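Counterscreen of the coupled detection system alone, without aldolase: glyceraldehyde-3-phosphate coupling enzymes plus AmpLite Red readout. Compounds at 57.5 uM final, 10 min RT preincubation, 20 min RT reaction, fluorescence 525/598 nm.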
FLuc modulator: firefly luciferase modulation, counter-screen for miR-21 project; P08659; purified FLuc, Km substrates, luminescence inhibition; Potency, µM (top dose mostly 57.5 µM), inactives show top-dose activity change, negative = inhibition, most hits filed as inhibitors; 360,000 compounds, 6.9% hits; AID 588342;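 note: potency is the fitted concentration of half-maximal effect; plate controls were vehicle for no effect and reference inhibitor for full effect; nearly all actives have a fitted effect of over 55% in size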
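Purified P. pyralis luciferase (10nM final) with 10uM D-luciferin and 10uM ATP (Km levels) in 50mM Tris acetate pH 7.5, 10mM Mg acetate, 0.01% Tween-20, 0.05% BSA; qHTS 6-point titration, ~60 µM downward; luminescence read.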
NPC1 prom act: NPC1 promoter activation | Huh7 NPC1 promoter luciferase reporter, 24 h | Potency, µM (titrated, usually from 9.22 µM), inactives show at the highest dose activation, hits mostly activators | 320,000 compounds, 2.4% hits;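 note: potency is the fitted concentration of half-maximal effect; % of control where 0% means no effect; nearly all actives have a fitted effect of over 60% in size; reporter is driven by a mutant NPC1 promoter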
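Luminescence from an NPC1 promoter-driven luciferase reporter in stably transfected Huh7 cells was measured after 24 h compound treatment at 37 °C, followed by 10 min ambient incubation with luciferase detection reagent.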
RORgamma inh: ROR gamma (mouse) transcription inhibition | 310,000 compounds, 5.4% hits | Potency, µM (series often up to 53.6 µM), for the others: at the top dose activity change, negative = inhibition, hits mostly inhibitors | AID 2551 | Drosophila S2 Gal4-RORgamma UAS-luciferase reporter, 20 h; note: potency is the fitted concentration of half-maximal effect; % is set by controls: 0 for no effect and ±100 for the full control effect; nearly all actives have a fitted effect of over 60% in size
Target sequence (P51450 whole entry, looked up, the tested form may be a part): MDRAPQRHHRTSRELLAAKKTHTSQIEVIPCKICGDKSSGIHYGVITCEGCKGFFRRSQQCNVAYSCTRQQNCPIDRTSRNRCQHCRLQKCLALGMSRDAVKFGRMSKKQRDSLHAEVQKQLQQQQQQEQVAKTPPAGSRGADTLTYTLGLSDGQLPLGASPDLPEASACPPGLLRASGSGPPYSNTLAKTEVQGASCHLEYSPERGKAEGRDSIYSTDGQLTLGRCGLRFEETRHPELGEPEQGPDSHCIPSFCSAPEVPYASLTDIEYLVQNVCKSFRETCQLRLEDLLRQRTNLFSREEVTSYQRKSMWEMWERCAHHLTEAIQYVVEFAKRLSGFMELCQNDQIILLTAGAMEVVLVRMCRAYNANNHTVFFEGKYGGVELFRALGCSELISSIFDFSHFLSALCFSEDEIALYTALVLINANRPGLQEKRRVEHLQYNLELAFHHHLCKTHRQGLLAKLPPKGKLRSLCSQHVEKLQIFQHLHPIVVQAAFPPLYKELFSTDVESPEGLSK
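Stable Schneider cell line, Gal4 DNA-binding domain fused to ROR gamma, UAS-luciferase. Cmpd 1 hr RT → CuSO4 700 uM final → 20 hr RT → luciferase reagent 10 min → luminescence.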
Tb PFK inh: blocks T. brucei phosphofructokinase; 330,000 compounds, 0.17% hits; T. brucei PFK, ADP-Glo luminescence; Potency, µM (highest dose often 57.5 µM), without a hit: at the highest dose activity, negative = inhibition, most hits filed as inhibitors; O15648;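 note: potency is the fitted concentration of half-maximal effect; 0% = uninhibited 1x PFK enzyme wells and -100% = no-enzyme wells; nearly all actives have a fitted effect of over 60% in size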
Target sequence (O15648 whole entry, looked up): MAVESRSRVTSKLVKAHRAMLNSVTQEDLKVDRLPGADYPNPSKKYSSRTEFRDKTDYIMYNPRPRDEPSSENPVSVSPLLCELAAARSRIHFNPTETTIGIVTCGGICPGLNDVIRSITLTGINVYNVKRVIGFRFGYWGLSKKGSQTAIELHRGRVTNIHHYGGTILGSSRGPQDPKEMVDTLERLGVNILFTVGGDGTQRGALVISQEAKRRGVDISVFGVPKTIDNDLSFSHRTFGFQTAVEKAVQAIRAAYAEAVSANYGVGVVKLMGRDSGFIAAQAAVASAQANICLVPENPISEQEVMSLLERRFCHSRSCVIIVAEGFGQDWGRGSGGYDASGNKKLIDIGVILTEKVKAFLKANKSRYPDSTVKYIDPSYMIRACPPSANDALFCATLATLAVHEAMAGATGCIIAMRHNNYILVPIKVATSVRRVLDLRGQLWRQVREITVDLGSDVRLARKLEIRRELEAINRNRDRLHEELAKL
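Luminescent ADP detection (ADP-Glo, two-step: ATP depletion then ADP-to-ATP conversion for luciferase) reported PFK activity after 45 min room-temperature reaction of 1.25 nM enzyme with 0.5 mM F6P and 0.1 mM ATP at pH 8.0.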
VP16 counter: counter-screen for ROR gamma inhibitors: Gal4-VP16 reporter. Drosophila S2 Gal4-VP16 UAS-luciferase, luminescence, 20 h. Potency, µM (doses to about 53.6 µM), for the others: at the top dose activity, negative = inhibition, most hits filed as inhibitors. 310,000 compounds, 3.5% hits. AID 2546;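 note: Gal4-VP16 expression switched on by copper sulfate through the metallothionein promoter; potency is the fitted concentration of half-maximal effect; % is set by controls: 0 for no effect and ±100 for the full control effect; nearly all actives have a fitted effect of over 50% in size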
Giardia kill: kills Giardia lamblia | activity change, % at 7.66 µM, hits read low | 340,000 compounds, 0.15% hits | Giardia lamblia trophozoite viability; in the data active = activity change below about -80%; inconclusive = between about -30% and that limit;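 note: parasites exposed to compound for two days anaerobically before the ATP read; % is set by controls: 0 for no effect and ±100 for the full control effect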
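Compounds were tested on trophozoites seeded at 100 cells/well and held 48 hrs at 37 deg C anaerobically. An ATP-based luminescent kit measured the remaining live cells.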
* hit, by the source's call; ? = inconclusive; . = no result given; & = joins results of further samples; [ ] = remark or other dose. Unless noted, calls come from the whole dose curve; as a rule, active = well fitted curve in the direction sought with a large enough effect; inconclusive = small, poorly fitted or top-dose-only effect, or another doubt; inactive = no such curve, though single readings can be large; an effect the other way counts as inactive or inconclusive.

SMILES	ELG1 genotox	Rab9 promoter act	uPA surface inh	KCNH2 3.1 inh	FBPA coupling cs	FLuc modulator	NPC1 prom act	RORgamma inh	Tb PFK inh	VP16 counter	Giardia kill
COc1ccc2c(c1)OC[C@H]1[C@H]2N2C(=O)[C@H](C)NC(=O)[C@@]2(C)[C@H]1c1ccccc1	2%	-5%	3%	3	.	3%	-2%	.	2%	.	-1
COc1ccc(-c2csc(N3CCC(c4ccccc4)CC3)n2)cc1	-5%	0%	2%	3	1	-12%	-4%	-7%	-1%	4%	-5
CC(C)c1ccc2c(c1)C1Cc3ccccc3C1N2 (stereo unspecified)	?	8%	-1%	-10	-27	15µM*	16%	?	17%	?	10
C=CCC1S/C(=N/N=C/c2cccs2)NC1=O (stereo unspecified)	-1%	-3%	-14%	1	-1	-15%	0%	2µM*	-7%	5.6µM*	-3
O=C(Cn1nnc(-c2ccncc2)n1)N(C1CCCCC1)C1CCCCC1	-4%	1%	0%	1	2	0%	0%	0%	-6%	1%	-5
CCCCCCCOC(=O)c1ccc(OC(=O)c2cccnc2)cc1	?	1%	6%	12	-5	-8%	5%	4%	-3%	3%	9
Cc1ccnc(NC(=O)CC(c2ccccc2)c2ccccc2)n1	-1%	-3%	7%	14	0	-1%	-12%	20%	-2%	7%	-1
CCOC(=O)c1sc(N/N=C/c2ccc(N(C)C)cc2)nc1C	13%	?	6%	-10	-5	11µM*	25%	?	1%	11µM*	7
COC(=O)CCC(=O)OC1(C)C(=O)C=C2C=C3CCCN3C=C2C1=O (stereo unspecified)	6%	-4%	8%	-17	-20&-20	-1%	-3%	-1%	-4%	1%	-15
O=C(CN1C(=O)C(=O)c2ccccc21)NCCc1ccccc1	-1%	13%	7%	-1	-29	-4%	-3%	1%	-3%	-6%	11
O=C(Nc1ccccc1NC(=O)c1ccccc1F)c1ccccc1F	-1%	11%	-4%	14	1	-1%	1%	-11%	6%	8%	-9
COc1ccc(NC(=O)CN(C)C(=O)C2CC(=O)N(c3cccc4ccccc34)C2)cc1 (stereo unspecified)	-1%	1%	12%	-7	.	4%	4%	.	-2%	.	3
O=C(COc1ccccc1O)Nc1ccc(Cl)cc1	0%	-3%	-3%	0	2	?	18%	21%	-1%	-8%	16
Cc1ccccc1CN(C)CC(=O)Nc1ccccc1-c1ccccc1	-1%	-6%	1%	-7	0	-2%	-5%	184%	0%	?	19
CCN(C(=O)CSc1nnc(Nc2ccc(OC)cc2)s1)C1CCS(=O)(=O)C1 (stereo unspecified)	15%	.	-10%	34	.	.	.	.	-4%	.	-11
COc1cccc([C@@H]2Oc3ccc(OC)cc3C(=O)[C@H]2OC(=O)N[C@H](C)C2CCCCC2)c1	10%	3%	.	.	3&0	-14%	-9%	-39%&1%	5%	-7%&-22%	.
O=C(NCC1CCCO1)C1CCC(=O)N1Cc1ccc(F)cc1 (stereo unspecified)	0%	-4%	.	-4	0	0%	-11%	0%	-1%	-2%	-2
O=C(CCCn1c(=O)[nH]c2cc(Cl)ccc2c1=O)NCCCN1CCCC1	1%	3%	6%	-15	1	-2%	-3%	23%	4%	2%	11
O=C1CCCC2=C1C1(CCCCC1)N=C(Nc1nc3ccccc3s1)N2	.	.	.	2	0	4%	.	6%	.	-10%	-5
COc1cccc(-c2nn[nH]n2)c1O	0%	-1%	7%	-2	6	?	-1%	-7%	1%	3%	12
CN1CCN(C(=S)SCc2nc(N)nc(Nc3ccc(F)cc3)n2)CC1	5%	-3%	-2%	11	0	2%	0%	31%	1%	-4%[10 µM]	1
O=S(=O)(c1ccccc1)c1nc(-c2ccco2)oc1Nc1ccccc1	-4%	1%	-4%	2	-7	-9%	1%	?	0%	-6%	-9
C=CCOn1c(=O)c(-c2ccc(OC)c(OC)c2)[n+]([O-])c2ccccc21	3%	1%	3%	1	0	-11%	6%	27%	-7%	12%	-2
O=C(Nc1ccc2c(c1)OCO2)c1cc2n(n1)C(C(F)(F)F)CC(c1ccccc1)N2 (stereo unspecified)	3%	-6%	2%	6	6	1%	9%	-11%[10 µM]	-3%	-13%	-16
Cc1ccc(-c2cc(C(=O)N/N=C/c3ccccc3O)n[nH]2)o1	?	-1%	-10%	-15	-1	?	3%	?	11%	?	-6
O=C(CSc1nnnn1-c1cccc2c1CCCC2)NC1CCCC1	-7%	-2%	6%	-10	2	1%	-11%	?	0%	-5%	-3
O=C(OCC(=O)N1CCOCC1)c1ccccc1OCc1ccccc1	1%	-4%	-29%	-1	.	24µM*	-1%	.	0%	.	-6
O=C(CN1CCc2ccccc21)NN1CC(=O)N(c2ccccc2)CC1=O	0%	-3%	6%	4	-2	0%	3%	15%	-4%	3%	10
COc1ccc(OC)c(-c2cc(C(=O)N3CCCc4ccccc43)no2)c1	-7%	10%	.	5	-7	2%	-4%	29%	0%	-30%	27
O=C(Nc1ccc(Cl)cc1)c1csc(-c2ccncc2)n1	-2%	-2%	-2%	-7	-1	?	13%	40%	6%	2%	13
Cc1ccc(/C=N/n2c(-c3ccncc3)n[nH]c2=S)o1	-11%	0%	2%	.	0	1%	-1%	-16%	-2%	2%	-18
C=CCNC(=S)N/N=C/c1cn(C)c2ccccc12	-1%	-1%	0%	21	0	-14%	0%	27%	-2%	-9%	0
COc1cc(-c2ccc(NC(=O)CN3CCC(C)CC3)c(OC)c2)ccc1NC(=O)CN1CCC(C)CC1	0%	-4%	-5%	1	2	-1%	-3%	?	-3%	2%	-24
CSc1nsc(SCC(=O)Nc2nncs2)n1	-4%	-3%	-1%	7	5	-16%	-2%	-4%	-1%	10%[10 µM]	-12
CCOCCCn1c(=NC(=O)c2cccnc2)c(C(=O)OCC)cc2c(=O)n3ccccc3nc21	-4%	2%	-7%&-2%	0&1	-3	-2%	-3%	8%	0%	-10%	1&26
O=C(/C=C/c1cccc(Cl)c1)Nc1ncccn1	12%	?	-2%	17	2	?	?	31%	-7%	21%	-19
Cc1cccc(C)c1N1CCN(c2nc(N(C)C)oc(=O)c2C#N)CC1	1%	2%	3%	-11	2	5%	1%	-33%	6%	6%	-15
O=CN1CCN(C(=O)C(=O)c2cn(CC(=O)N3CCCCC3)c3ccccc23)CC1	3%	5%	-10%	-1	0	1%	-1%	0%	-1%	1%	-7
COc1ccccc1-c1c(C)nn2c(C)cc(C)nc12	-2%	2%	6%	-5	1	8%	-4%	-16%	-3%	-10%	-29
CC(C)(C)OC(=O)NCCCCC1=CC2=CC(=O)C(C)(O)C(=O)C2=CO1 (stereo unspecified)	.	.	15%	3	2	.	.	2%	.	-5%	20
CCOC(=O)c1c(-c2ccccc2)nc2cc(C)ccn12	13%	?	.	-16	3	11µM*	?	13µM*	2%	-8%	-8
COC(=O)C1=C(O)/C(=C\c2cc(C)n(-c3ccc(F)cc3)c2C)N=C1C	0%	15%	-3%	-3	-30	?	6%	-1%	-13%	-2%	-9
Cn1ccc(C(=O)OCC(=O)Nc2cccc(Cl)c2)n1	3%	-4%	2%	-9	1	-2%	-3%	2%	-7%	2%	-3
O=C(CCCCCn1c(=S)[nH]c2ccc(N3CCOCC3)cc2c1=O)NC1CCN(Cc2ccccc2)CC1	-16%	-5%	-1%	4	-2	-2%	-8%	36%	1%	?	-25
CN(C)c1ccc(/C=C2\SC(=O)N(CC(O)Cn3c4ccccc4c4ccccc43)C2=O)cc1 (stereo unspecified)	-2%	-2%	5%	22	3	2%	0%	17%	3%	-2%	-2
COc1ccc(N/C=C\C(=O)c2ccc3ccccc3c2)cc1	17%	2.8µM*	13%	-11	2	?	2µM*	-29%	-3%	11%	-10
CCCc1cc(=O)oc2cc(OCC(=O)NC(Cc3ccc(Cl)cc3)C(=O)O)ccc12 (stereo unspecified)	3%	0%	-6%	2	15	-15%	5%	19%	-1%	-1%	-6
CCOc1ccc(NC(=O)CSc2nnc(C)n2CC2CCCO2)cc1 (stereo unspecified)	0%	7%	-4%	8	-1	1%	-2%	0%	0%	-1%	15
COc1ccc(Cl)cc1NC(=O)Cn1c(=O)oc2ccccc21	-1%	-7%	-8%	2	3	0%	-1%	-11%	0%	-14%	10
COc1ccc(CC(=O)N2CCN(c3ccccc3OC)CC2)cc1	-2%	-2%	-2%	-1	-2	?	0%	15%	1%	-1%	-3
Nc1c(Cl)cc(Cl)cc1C(=O)OCC(=O)NC1CC1	2%	-1%	3%	-17	1	0%	-1%	?	-4%	-7%	-12
